# CF NFkB inh: inhibitors of cystic fibrosis induced NF-kB | 360,000 tested, 0.86% active | KKLEB NF-kB-GFP reporter, PAF-induced, GFP fluorescence overnight | inhibition, % at 5 µM;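 active = at least 50% inhibition at 5 µM, scaled per plate between neutral and stimulator controls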;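 note: PAF is a Pseudomonas aeruginosa culture filtrate used as stimulus; plate controls were PAF-stimulated DMSO wells for no effect and unstimulated DMSO wells for full effect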
# Vif imaging: blocks HIV Vif function | 340,000 tested, 0.35% active | AID 602346 | HEK293T cells, Vif self-association by quenched fluorescence, imaging, 24 h | inhibition, % at 7.49 µM; in the data active = inhibition above about 50%, passing the limit was not always enough; note: some results filed as inactive read as strong as hits
# NR2E3 ag-1: agonists of human nuclear receptor NR2E3. Q9Y5X4. GST-NR2E3/biotin-RetCOR TR-FRET, 1536-well. inhibition of corepressor binding, % at 4.78 µM. 320,000 tested, 0.12% active. AID 2300;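 active = percent inhibition above the cutoff of mean plus 3 SD of all tested compounds, set per screening campaign, cut at about 20% in these data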;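 note: 0% = DMSO wells and 100% = biotin wells as full block of FRET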
# Target sequence (Q9Y5X4 whole entry, looked up): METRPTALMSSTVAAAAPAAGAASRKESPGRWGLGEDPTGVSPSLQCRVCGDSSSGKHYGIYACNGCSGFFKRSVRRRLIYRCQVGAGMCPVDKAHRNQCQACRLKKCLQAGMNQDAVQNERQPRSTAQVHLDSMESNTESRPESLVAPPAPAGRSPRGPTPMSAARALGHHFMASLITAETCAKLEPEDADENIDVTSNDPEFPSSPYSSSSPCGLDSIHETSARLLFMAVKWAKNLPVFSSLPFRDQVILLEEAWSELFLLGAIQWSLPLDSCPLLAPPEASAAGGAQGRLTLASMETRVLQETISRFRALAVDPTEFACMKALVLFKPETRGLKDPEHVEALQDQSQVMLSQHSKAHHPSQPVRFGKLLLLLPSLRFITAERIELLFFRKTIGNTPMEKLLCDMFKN
#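 Assay system: NR2E3–RetCOR corepressor complex. Quantity: 1.35 nM GST-NR2E3. Buffer or medium: pH 7.5 Tris-based buffer. Reagent: biotinylated RetCOR corepressor at 7 nM final. Schedule: 5 h at 4 °C. Detection: TR-FRET, emission read at 617 and 671 nm. Replicates: one well per compound, singlicate testing.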
# TRPM1 prom inh: inhibitors of MITF-driven TRPM1 promoter in melanoma cells | 330,000 tested, 0.83% active | inhibition, % at 12.5 µM | SK-MEL-5 TRPM1 promoter luciferase, 24 h;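 active = mean inhibition across replicates of 60% or more, whatever share of single replicates reaches that level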; note: values of inactives mirror those of a sister screen read the other way
# NR2E3 ag-2: agonists of human NR2E3 nuclear receptor; Q9Y5X4; CHO-S Gal4-NCOR/VP16-NR2E3 two-hybrid, luciferase; inhibition of corepressor binding, % at 3.98 µM; 360,000 tested, 0.35% active; AID 602229;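 active = inhibition above the mean of all tested compounds plus 3 SD, cut at about 70% in these data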;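 note: 0% = DMSO with NR2E3 transfected cells and 100% = cells lacking NR2E3 construct; higher means lower luciferase signal from less NR2E3 corepressor binding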
# Shn3 3UTR inh: Schnurri-3 reporter inhibition in Clone20 osteoblasts | Clone20 osteoblast Shn3 3'UTR firefly luciferase, 24 h | inhibition, % at 12.5 µM | 360,000 tested, 0.52% active | AID 588674;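 active = mean inhibition of at least 75% with every replicate also reaching 75%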;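 note: 0% = median of neutral control wells and 100% = pilot-screen positive control compound; some compounds past the cut are filed as inactive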
# KKLEB cytotox: counter-screen for CF NF-kB inhibitors: cytotoxicity. KKLEB CF airway cells viability, ATPlite luminescence, overnight; hits give low values; cells stimulated with P. aeruginosa culture filtrate. activity change (cytotoxicity), % at 5 µM. 360,000 tested, 0.36% active;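 active = corrected activity change at or below -50% at 5 µM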
# Peg3 promoter: inhibitors of Peg3 promoter; HeLa PEG-Prom luciferase reporter, luminescence, overnight; inhibition, % at 20 µM; 360,000 tested, 1.7% active; AID 588405;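 active = inhibition of at least 50% at 20 µM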
# PDI turbidity: blocks human protein disulfide isomerase activity | PDI insulin aggregation turbidity, A650, 90 min | inhibition, % at 10 µM | 350,000 tested, 0.052% active;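 active = mean inhibition across replicates of 30% or more, whatever share of single replicates reach that level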;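 note: absorbance from insulin aggregation driven by PDI reduction with DTT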
# Target sequence (P07237 whole entry, looked up): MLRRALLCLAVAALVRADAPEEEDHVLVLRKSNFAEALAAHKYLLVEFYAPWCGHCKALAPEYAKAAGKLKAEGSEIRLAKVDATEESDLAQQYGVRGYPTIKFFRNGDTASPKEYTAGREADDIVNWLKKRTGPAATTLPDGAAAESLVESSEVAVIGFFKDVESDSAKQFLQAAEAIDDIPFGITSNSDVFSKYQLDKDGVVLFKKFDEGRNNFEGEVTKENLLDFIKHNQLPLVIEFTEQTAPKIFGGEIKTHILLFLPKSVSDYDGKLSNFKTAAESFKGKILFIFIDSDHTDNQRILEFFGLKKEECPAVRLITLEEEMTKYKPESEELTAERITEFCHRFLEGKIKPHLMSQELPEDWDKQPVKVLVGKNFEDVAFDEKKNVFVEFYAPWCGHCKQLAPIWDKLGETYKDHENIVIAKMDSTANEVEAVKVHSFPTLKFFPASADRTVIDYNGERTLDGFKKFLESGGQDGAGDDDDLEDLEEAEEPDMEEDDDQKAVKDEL
# HIF-2a block: HIF-2a inhibition; inhibition, % at 18.8 µM; 360,000 tested, 0.72% active; 786-0 RCC cells HIF-2a reporter, luciferase luminescence, overnight; AID 624352;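 active = inhibition of the luminescence signal of 40% or more relative to plate controls, in a single-dose primary screen at 18.75 µM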
# CaV13 FRET inh: Primary screen for inhibitors of IQ motif and Ca2+-dependent inactivation inhibitor domain binding in CACNA1D, Förster resonance energy transfer in living cells, …; HEK cells, CFP/YFP FRET ICDI-IQ, plate reader, 10 min; percent FRET-ratio fall versus neutral wells; inhibition, % at 12.3 µM; 340,000 tested, 0.098% active; AID 743397;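 active = mean replicate inhibition of at least 30% and at least 1% of replicates passing that level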;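 note: 0% = median of the neutral control wells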
# Active calls of the source: *; · = no result given.
# Order of values – CF NFkB inh	Vif imaging	NR2E3 ag-1	TRPM1 prom inh	NR2E3 ag-2	Shn3 3UTR inh	KKLEB cytotox	Peg3 promoter	PDI turbidity	HIF-2a block	CaV13 FRET inh
(1) O=C(/C(=C(\[O-])c1ccccc1)[n+]1ccc2ccccc2c1)c1ccc([N+](=O)[O-])cc1
→ -3	5	0	18	-4	6	2	1	-2	8	-2
(2) CCc1ccc(-c2cc(C)no2)cc1S(=O)(=O)N1CCOc2ccccc21
→ 10	-3	-2	14	-24	31	-11	43	1	17	-7
(3) CCOC(=O)c1c(C)[nH]c(C2=NNC(=Nc3ccc(OCC)cc3)SC2)c1C
→ -8	5	1	4	-11	-2	6	-12	-5	-29	-2
(4) Cc1ccc([C@@H]2CC=C(C(=O)O)[C@H](c3cccc(Cl)c3)N2S(=O)(=O)c2ccc(C)cc2)cc1
→ 31	-1	-3	-2	-10	-28	2	14	4	19	-5
(5) COc1ccc(NC(=O)CSc2nnc(-c3cccnc3)o2)c(OC)c1
→ 20	·	2	0	16	-1	-9	-8	3	8	-6
(6) COc1cc(C(=O)NC2CC(C)(C)NC(C)(C)C2)cc(OC)c1OC
→ -16	-1	-2	-6	-9	-16	-1	-1	-2	7	-5
(7) O=C(NN1C(=O)/C(=C\c2cccnc2)SC1=S)c1ccco1
→ -1	1	2	2	1	8	9	10	-8	18	3
(8) Cc1ccc(-c2csc(NC(=O)c3c(C)noc3C)n2)cc1
→ 13	-9	5	-39	17	-9	-6	-44	2	-129	-6
(9) COc1cc(C)c(Cl)cc1S(=O)(=O)n1ccnc1C
→ -5	-6	5	-14	3	-6	4	-14	16	15	-8
(10) CSc1ncccc1C(=O)N1CCCC(Nc2ccc(F)c(F)c2)C1 (configuration not stated)
→ -3	-7	·	·	22	-2	3	11	3	9	-12
(11) Cc1ccc(OCCCOc2cccc3cccnc23)cc1C
→ -9	·	0	-28	-72	-11	0	-112	-5	-178	·
(12) O=C(Nc1ccc2ccccc2c1)c1ccc(Br)o1
→ -4	-5	·	-20	-97	-89	12	-344	1	-189	-2
(13) Cc1nnc(-c2cnn(C)c2N)n1CCCN(C)C
→ -16	-5	1	6	-6	-35	1	3	-1	20	-8
(14) Cc1nc(-c2ccc(NC(=O)Cc3ccccc3)cc2)cs1
→ 6	-4	-1	-60	-78	-63	-1	-243	11	-289	-4
(15) COc1ccc(CN(CC(=O)NCc2ccco2)C(=O)CCC(=O)Nc2nccs2)cc1
→ 17	-2	3	-4	4	6	-3	7	5	12	·
(16) CC(C)CN(C(=O)c1cccc(S(=O)(=O)N2CCN(C)CC2)c1)C1CCS(=O)(=O)C1 (configuration not stated)
→ -26	11	2	10	0	-13	20	17	-4	20	-4
(17) CC1CCCCC1NC(=O)c1ccncc1 (configuration not stated)
→ -61	-3	-1	2	9	-1	19	-4	4	12	-6
(18) OCCNc1nc(Nc2ccccc2Oc2ccccc2)nc(N2CCCC2)n1
→ -1	4	2	-16	5	72	12	8	0	13	-7
(19) COc1ccc(/C=N/NC(=O)c2ccc(-c3ccccc3)cc2)cc1O
→ 28	0	1	7	-8	7	9	-9	6	5	-3
(20) COc1ccc(S(=O)(=O)Nc2ccc3oc4ncccc4c(=O)c3c2)cc1OC
→ -3	0	4	7	-22	1	-4	22	-3	23	-14

# Just KKLEB cytotox and TRPM1 prom inh (4 entries from above):
no. | structure | KKLEB cytotox | TRPM1 prom inh
15 | COc1ccc(CN(CC(=O)NCc2ccco2)C(=O)CCC(=O)Nc2nccs2)cc1 | -3 | -4
14 | Cc1nc(-c2ccc(NC(=O)Cc3ccccc3)cc2)cs1 | -1 | -60
1 | O=C(/C(=C(\[O-])c1ccccc1)[n+]1ccc2ccccc2c1)c1ccc([N+](=O)[O-])cc1 | 2 | 18
11 | Cc1ccc(OCCCOc2cccc3cccnc23)cc1C | 0 | -28

# (listing goes on)
# Order of values – CF NFkB inh	Vif imaging	NR2E3 ag-1	TRPM1 prom inh	NR2E3 ag-2	Shn3 3UTR inh	KKLEB cytotox	Peg3 promoter	PDI turbidity	HIF-2a block	CaV13 FRET inh
(21) COc1ccc(OC2C(=O)N(Cc3ccc4c(c3)OCO4)C2c2cccs2)cc1 (configuration not stated)
→ -9	-14	3	5	8	40	-10	17	5	8	-7
(22) O=S(=O)(c1ccccc1Br)N1CCC(O)(c2cccnc2)CC1
→ 0	-2	-1	-25	3	5	-10	23	-8	15	-3
(23) O=S(=O)(Nc1cccc(-c2cn3c(n2)SCC3)c1)c1cccs1
→ -6	0	-3	1	6	-3	4	6	-1	9	-17
(24) CCn1c(SCC(=O)NNC(=S)Nc2ccccc2)nnc1-c1ccc(Cl)cc1
→ -2	4	0	3	-13	7	2	11	15	23	-8
(25) CCOC(=O)N1CCN(C(=O)c2ccc3oc(CCCc4ccccc4)nc3c2)CC1
→ -1	-3	1	-33	-119	-44	-7	-275	-1	-289	-5
(26) CC(C)c1ccc(S(=O)(=O)N2CCC(C(=O)N3CCN(c4cccc(Cl)c4)CC3)CC2)cc1
→ 7	-18	·	0	-25	72	7	22	6	6	-2
(27) CCOc1ccccc1N(C)C(=O)c1sc2ncn(CC(=O)N3CCCCC3C)c(=O)c2c1C (configuration not stated)
→ 23	7	5	1	-16	2	2	-10	9	11	-7
(28) Cc1noc(C)c1CSc1nc2ccccc2c(=O)n1-c1ccc(F)cc1F
→ 8	11	0	35	-96	14	-15	23	8	15	0
(29) CCOc1ccc(OCC)c2sc(C)nc12
→ -2	-4	-1	3	-15	9	6	-4	1	8	-4
(30) CC(C(=O)NCC1(c2ccccc2)CCOCC1)N1CCOCC1 (configuration not stated)
→ -5	5	-1	3	4	-6	4	0	-5	11	-5
(31) CCc1onc(C)c1C(=O)Nc1cc(C)ccc1OC
→ -8	18	1	12	1	-21	5	6	0	-6	-6
(32) CCN(CC)C1CC(=O)N(c2ccc(Br)cc2)C1=O (configuration not stated)
→ -6	8	6	-3	-5	-1	-6	-5	0	16	-18
(33) CC(C)(C)c1ccc(C(=O)NC(=S)Nc2nc3c(s2)CCCC3)cc1
→ -3	-6	-2	9	43	29	-15	-128	-12	-24	-3
(34) CCOC(=O)N1CCC(N2Cc3cccc(C(=O)N4CCN(c5cccc(Cl)c5)CC4)c3C2=O)CC1
→ 0	-1	2	2	-2	13	1	4	22	24	0
(35) Cc1cc(NC(=O)CSc2nnc(C3CC3)n2N)c([N+](=O)[O-])cc1C
→ 3	-6	4	9	-31	-6	-3	18	-4	7	-5
(36) COc1cc(C(=O)Nc2ccc(S(=O)(=O)Nc3nccc(C)n3)cc2)c([N+](=O)[O-])cc1OC
→ -4	-2	3	-4	20	11	12	10	5	4	-16
(37) CC(=O)Nc1ccc(S(=O)(=O)N2CCC(C(=O)NCCc3c[nH]c4ccccc34)CC2)cc1
→ -2	-7	·	4	-12	-9	12	31	2	13	-18
(38) CC(C)(C)Nc1ncnc2sc(-c3ccccc3)cc12
→ 3	-2	2	13	6	53	-10	-11	-4	-67	-4
(39) Cc1cc(C(=O)NCc2ccc(C(=O)O)o2)c(C)o1
→ -14	10	4	2	-19	5	-2	2	3	0	-7
(40) O=C(Cn1cnc2c(oc3ccccc32)c1=O)c1ccccc1
→ 13	1	0	-61	-93	-42	-3	-225	2	-188	-4

# 3 compounds already listed, sorted by the number in PDI turbidity, rising.
no.	structure	CF NFkB inh	Vif imaging	NR2E3 ag-1	TRPM1 prom inh	NR2E3 ag-2	Shn3 3UTR inh	Peg3 promoter	PDI turbidity	HIF-2a block	CaV13 FRET inh
33	CC(C)(C)c1ccc(C(=O)NC(=S)Nc2nc3c(s2)CCCC3)cc1	-3	-6	-2	9	43	29	-128	-12	-24	-3
37	CC(=O)Nc1ccc(S(=O)(=O)N2CCC(C(=O)NCCc3c[nH]c4ccccc34)CC2)cc1	-2	-7	·	4	-12	-9	31	2	13	-18
34	CCOC(=O)N1CCC(N2Cc3cccc(C(=O)N4CCN(c5cccc(Cl)c5)CC4)c3C2=O)CC1	0	-1	2	2	-2	13	4	22	24	0

# Continuation:
# Order of values – CF NFkB inh	Vif imaging	NR2E3 ag-1	TRPM1 prom inh	NR2E3 ag-2	Shn3 3UTR inh	KKLEB cytotox	Peg3 promoter	PDI turbidity	HIF-2a block	CaV13 FRET inh
(41) COc1ccc(-c2cc(C(F)(F)F)nc(SCCC(=O)N3CCN(C)CC3)n2)cc1
→ 4	-6	·	7	21	-30	2	17	5	18	-16
(42) CCOC(=O)C1=CN(Cc2cccc(F)c2)S(=O)(=O)N(CC)C1CCc1ccccc1 (configuration not stated)
→ 26	·	·	-4	-11	21	-18	17	0	10	-6
(43) CCOC(=O)c1cc2sccc2n1CC(=O)O
→ -6	-6	1	-6	0	-6	0	0	-10	11	-7
(44) COc1ccc(C23CC4CC(CC(C4)C2)C3)cc1C(=O)NCCN(C)C
→ 7	2	-1	53	-27	-36	-7	51*	-2	18	27
(45) CC1(C)CC(NC(=O)c2cccc([N+](=O)[O-])c2)CC(C)(C)N1
→ 8	1	4	-12	-2	-4	8	13	-3	21	0
(46) COc1cc(C=O)ccc1OCc1cccc(Br)c1
→ -9	5	0	-85	-116	-78	12	-250	10	-132	-5
(47) CCCn1c2ccccc2c2cnn(CC(=O)NC(C)CC)c(=O)c21 (configuration not stated)
→ -14	-12	·	3	-5	-10	12	17	-8	18	-4
(48) CCOC(=O)CN(C(=O)COc1nc(C)cc(C)c1C#N)c1ccc(Cl)cc1
→ -2	1	0	2	4	7	0	2	-5	-8	-6
(49) O=C1OCc2cc(NS(=O)(=O)c3cccs3)ccc21
→ 6	-2	5	7	-5	-27	-2	5	3	0	-6

# Screening data as filed in PubChem BioAssay.
